Assay outcomes as filed in PubChem.
aGal spleen mod = qHTS Assay for Inhibitors and Activators of Human alpha-Galactosidase From Spleen Homogenate | Alpha-galactosidase A (Homo sapiens), P06280 | human spleen homogenate, 4MU-alpha-Gal fluorescence, 40 min | Potency, µM (top dose mostly 80 µM), for inactives: at the top dose activity change, negative = inhibition, hits mostly inhibitors | 240,000 compounds, 0.008% hits | AID 2107, 2009;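 also: 0% = enzyme with vehicle and -100% = no enzyme basal signal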
Target sequence (P06280 32-429 limits assumed): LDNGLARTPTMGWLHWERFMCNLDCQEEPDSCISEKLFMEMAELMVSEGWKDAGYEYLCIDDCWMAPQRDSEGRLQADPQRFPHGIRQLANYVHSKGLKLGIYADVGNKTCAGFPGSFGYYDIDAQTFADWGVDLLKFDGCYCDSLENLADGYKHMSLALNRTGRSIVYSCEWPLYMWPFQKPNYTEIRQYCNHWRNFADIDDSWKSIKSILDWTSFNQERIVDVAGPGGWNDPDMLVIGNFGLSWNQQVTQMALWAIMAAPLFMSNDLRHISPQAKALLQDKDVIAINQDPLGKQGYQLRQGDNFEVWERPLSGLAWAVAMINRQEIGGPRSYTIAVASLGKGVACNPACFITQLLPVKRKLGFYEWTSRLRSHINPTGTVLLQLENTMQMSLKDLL
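Inhibition or activation of alpha-galactosidase in human spleen homogenate is scored by 4-MU fluorescence after 40 min at 37C, pH 5.0, with 1 mM substrate. AC50s come from concentration-response fitted to the Hill equation.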
Tau ThT inhib = qHTS for Inhibitors of Tau Fibril Formation, Thioflavin T Binding | Potency, µM (top dose mostly 57.4 µM), without a hit: at the highest dose activity, negative = inhibition, usual class: inhibitors | 270,000 compounds, 2.1% hits | recombinant tau K18 P301L, heparin-induced fibrillization, ThT fluorescence | AID 1460, 2008; also: % is scaled to controls: 0 for no effect and ±100 for the full control effect; nearly all actives have a fitted effect of over 55% in size
Target sequence (P10636 561-689 P618L limits assumed): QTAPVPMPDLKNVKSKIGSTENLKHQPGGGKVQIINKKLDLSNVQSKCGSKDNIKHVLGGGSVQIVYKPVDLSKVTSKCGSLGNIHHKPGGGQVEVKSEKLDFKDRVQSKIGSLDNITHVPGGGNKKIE
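Heparin-induced (20 uM) aggregation of recombinant human K18 P301L tau, 15 uM unlabeled with 0.24 uM labeled, pH 7 acetate buffer, 6 hr at 37 C with compound. Fibrils quantified by 30 uM ThT fluorescence after 1 hr ambient incubation.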
Tau fluor cs = Counterscreen qHTS for Inhibitors of Tau Fibril Formation, Fluorescence Polarization | tau K18 P301L (four-repeat tau fragment) Alexa594 fluorescence, heparin fibrillization | Potency, µM (doses to about 57.7 µM), for inactives: top-dose activity change, negative = decrease | 280,000 compounds, 0.93% hits; also: % is scaled to controls: 0 for no effect and ±100 for the full control effect; nearly all actives have a fitted effect of over 55% in size
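Human K18 P301L tau (15 uM unlabeled plus 0.24 uM Alexa 594-labeled, final) in 100 mM sodium acetate pH 7 was mixed with compound and 20 uM heparin and incubated 6 hr at 37 C.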
GAA inh = qHTS Assay for Inhibitors of Human alpha-Glucosidase as a Potential Chaperone Treatment of Pompe Disease | Lysosomal alpha-glucosidase (Homo sapiens), P10253 | purified human GAA, 4-MU-alpha-glucoside fluorescence | Potency, µM (series often up to 76.9 µM), for the others: at the highest dose activity change, negative = inhibition, usual class: inhibitors | 200,000 compounds, 0.005% hits | AID 1466, 2008;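 also: plate controls were uninhibited enzyme wells for no effect and no-enzyme background for full effect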
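Read-out is 4-methylumbelliferone fluorescence (Ex 365/Em 440 nm) after NaOH/glycine stop at pH 10. Enzyme 4 nM, substrate 400 uM, pH 5.0 citrate buffer, 20 min room temperature; AC50 from Hill-equation concentration-response.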
HTT cytoprotect = qHTS Multiplex Assay to Identify Dual Action Probes in a Cell Model of Huntington: Cytoprotection (ATP). PC12 HTT-Q103 induced, cytoprotection, ATP luminescence, 40 h. Potency, µM (series often up to 56.4 µM), for inactives: cytoprotection (ATP increase), actives largely listed as activators. 230,000 compounds, 0.14% hits;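 also: % of control where 0% means no effect; nearly all actives have a fitted effect of over 45% in size; toxic huntingtin expression switched on by the ecdysone agonist tebufenozide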
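Huntington model: PC12 line, ecdysone-inducible HTTQ103 exon1–GFP, tebufenozide 100 nM. Test articles in a dose series. Endpoint luminescence from cellular ATP.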
aGlu spleen mod = qHTS Assay for Inhibitors and Activators of Human alpha-Glucosidase From Spleen Homogenate | Lysosomal alpha-glucosidase (Homo sapiens), P10253 | human spleen homogenate, 4-MU-alpha-glucoside fluorescence | Potency, µM (highest dose often 79.9 µM), for the others: at the highest dose activity change, negative = inhibition, actives largely listed as inhibitors | 240,000 compounds, 0.006% hits | AID 2112, 2009;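 also: 0% = enzyme with vehicle and -100% = no enzyme basal signal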
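AC50 values come from Hill-equation fits of concentration-response data, normalized to no-enzyme and full-activity controls. Enzyme source: 1 ug human spleen homogenate; 1 mM fluorogenic 4-MU glucoside, pH 5.0 citrate buffer, 37 C, 40 min.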
Tau fibril FP = qHTS for Inhibitors of Tau Fibril Formation, Fluorescence Polarization; Microtubule-associated protein tau (Homo sapiens), P10636; K18 P301L tau heparin fibrillization, Alexa594 FP, 6 h; Potency, µM (titrated, usually from 57.7 µM), without a hit: top-dose activity, negative = inhibition, usual class: inhibitors; 280,000 compounds, 0.39% hits; AID 1468, 2008; also: % is scaled to controls: 0 for no effect and ±100 for the full control effect; nearly all actives have a fitted effect of over 55% in size
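Compound effects on tau fibrillization are measured by Alexa 594 fluorescence polarization (ex 555, em 632 nm). K18 P301L tau is used at 15 uM with 0.24 uM labeled tracer, and 20 uM heparin induces aggregation over 6 hr at 37 C.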
GAA glycogen mod = qHTS Assay for Inhibitors and Activators of Human alpha-Glucosidase Cleavage of Glycogen. Lysosomal alpha-glucosidase (Homo sapiens), P10253. recombinant GAA, glycogen substrate, Amplex Red glucose oxidase fluorescence. Potency, µM (highest dose often 76.4 µM), for inactives: top-dose activity change, negative = inhibition, most hits filed as inhibitors. 300,000 compounds, 0.38% hits. AID 2100, 2009;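 also: 0% = full enzyme reaction and -100% = no-enzyme basal signal; the screen sought inhibitors and activators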
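qHTS, 1536-well; enzyme 4 nM final; cpd up to 77 uM; substrate bovine liver glycogen 30 ug; 50 mM citrate/phosphate pH 5.0, 0.01% Tween-20; 37 C, 40 min; Amplex Red detection 45 min RT; Hill fit → AC50.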
An asterisk follows results filed as active; ? = inconclusive; nt = not tested or not shown; & = joins results of further samples; [ ] = another dose, or the depositor's remark. Calls follow the shape of the dose curve; as a rule, active = well fitted curve in the direction sought with a large enough effect; inconclusive = small, poorly fitted or top-dose-only effect, or another doubt; inactive = no such curve, though single readings can be large; an effect the other way counts as inactive or inconclusive. Potency is read from the fitted curve at half-maximal effect.

item	smiles	aGal spleen mod	Tau ThT inhib	Tau fluor cs	GAA inh	HTT cytoprotect	aGlu spleen mod	Tau fibril FP	GAA glycogen mod
1	CC1(C)CC(=O)C(C=Nc2ccc(C(=O)c3ccccc3)cc2N=CC2=C(O)CC(C)(C)CC2=O)=C(O)C1	7%	?	-6%	-3%	-14%	3%	-3%	-7%
2	COC(=O)[C@@]1(Cc2ccc(F)cc2)[C@H]2c3cc(C(=O)N(C)C)n(Cc4nc5ccccc5[nH]4)c3C[C@H]2CN1C(=O)c1ccccc1	-1%&13%	9%&-8%	-4%&-11%	3%	?	3%&9%	-5%&2%	-7%
3	Cc1ccc(S(=O)(=O)n2ccc(=O)[nH]2)cc1	4%	4%	1%	nt	-20%[10 µM]	6%	7%	-5%
4	Cc1cc(C)nc(SCC(=O)Oc2ccc3oc(=O)cc(C)c3c2)n1	2%	?	4%	0%	-3%	2%	6%	8%
5	O=C1C[C@@H](O)[C@@H](O)[C@H]2[C@@H]3C(=O)N(C4CCCCC4)C(=O)[C@@H]3CC[C@H]12	-7%&10%&-14%[17.5 µM]	?	?	nt	-38%&-3%&15%[inhibitor][10 µM]	-3%&8%&-5%[17.4 µM]	2%&-2%&1%[11.6 µM]	nt
6	CCc1cccc(NS(=O)(=O)c2ccc3c(c2)NC(=O)CC(=O)N3)c1	0%	-5%	-2%	-6%	-8%	-14%	4%	-10%
7	Nn1cc(-c2ccccc2)nc1SCC(=O)NCCN1C(=O)CSC1=O	-21%	-7%	-3%	0%	-10%[10 µM]	-14%	0%	0%
8	CC(=O)c1ccc(Nc2c3c(c(C#N)c4nc5ccccc5n24)CCC3)cc1	-4%	-7%	-14%	-14%	29%[10 µM]	-4%	10%	6%

The list continues.
item	smiles	aGal spleen mod	Tau ThT inhib	Tau fluor cs	GAA inh	HTT cytoprotect	aGlu spleen mod	Tau fibril FP	GAA glycogen mod
9	Cc1sc(=NC(=O)c2ccco2)n(C)c1-c1ccc(F)cc1	3%	-8%	0%	7%	-85%[inhibitor]	-7%	1%	8%
10	CCOC(=O)c1sc(=S)n(-c2ccccc2OC)c1N	3%	2%	0%	?	21%[10 µM]	2%	-6%	3%
11	COc1cc2c(cc1OC)C(C)N(C(=O)c1cccs1)CC2 (stereo not drawn)	6%	-10%	-4%	-14%	-16%	3%	1%	-6%
12	O=C1OCCN1C(=O)[C@H]1[C@H](c2ccc(F)cc2)C(c2cccc(Cl)c2)=NN1c1ccccc1	29%	-4%	?	nt	-105%[inhibitor]	16%	-10%	nt
13	Cc1ccc(CNC(=O)CCn2c(=O)oc3ccccc32)cc1	-14%	nt	-6%	nt	-3%[10 µM]	-3%	-3%	-1%
14	Cc1nc(-c2ccccc2)sc1-c1nnc(C2CC2)o1	-1%	?	-20%	?	-26%[10 µM]	-9%	-7%	-2%
15	Cn1cc(Br)c(C(=O)Nc2nccs2)n1	-3%	-5%	-4%	6%	nt	-1%	-10%	2%
16	Cc1cccc(NC(=O)c2cc(-c3ccco3)nc3ccccc23)n1	11%	-6%	-4%	8%	-5%[10 µM]	4%	-10%	-3%

Going on with the list.
item	smiles	aGal spleen mod	Tau ThT inhib	Tau fluor cs	GAA inh	HTT cytoprotect	aGlu spleen mod	Tau fibril FP	GAA glycogen mod
17	NS(=O)(=O)c1ccc(CCNC2CC(=O)N(Cc3ccccc3)C2=O)cc1 (stereo not drawn)	1%	0%	2%	-16%	4%	-2%	-2%	-8%
18	O=C1C2C3c4ccccc4C(c4ccccc43)C2C(=O)N1Cc1ccco1 (stereo not drawn)	1%	8%	6%	-6%	-4%	-1%	3%	-5%
19	CCOC(=O)C1CCCN(C(=O)c2cc3c(-c4cccc(OC)c4)nn(C)c3s2)C1 (stereo not drawn)	0%	0%	-4%	-2%	-6%[1.9 µM]	-4%	9%	-1%
20	CCN(CC)CCCNC(=S)N(Cc1cccnc1)Cc1cc2cc(C)ccc2[nH]c1=O	-8%	nt	-23%	nt	5%[10 µM]	-5%	10%	15%
21	CC[C@]1(O)C[C@@H]2CN(CCc3c([nH]c4ccccc34)[C@](C(=O)OC)(c3cc4c(cc3OC)N(C=O)[C@H]3[C@@](O)(C(=O)OC)[C@H](C(=O)OC)[C@@]5(CC)C=CCN6CC[C@]43[C@H]65)C2)C1	14%	?	-20%	nt	-71%[inhibitor]	21%	-4%	nt
22	Cc1ccc(C)c(N2CCN(CCCNC(=O)Nc3ccc(Cl)cc3)CC2)c1	nt	-16%	?	nt	nt	nt	?	4%[76.3 µM]
23	c1ccc2nc(SCc3cn4ccccc4n3)cnc2c1	6%	-20%	1%	-4%	-8%	3%	4%	10%
24	COc1ccc(OC)c(NC(=O)CSc2cn(CC(=O)N3CCCCCC3)c3ccccc23)c1	nt	-18%	-21%	nt	nt	nt	2%	15%[76.3 µM]

New compounds follow
item	smiles	aGal spleen mod	Tau ThT inhib	Tau fluor cs	GAA inh	HTT cytoprotect	aGlu spleen mod	Tau fibril FP	GAA glycogen mod
25	C#CCOCCOCCOCCNc1nc(N2CCN(C(=O)[C@H](CCC(=O)O)n3cc(C(N)CC(C)C)nn3)CC2)nc(N2CCN(C(=O)[C@H](CCC(=O)O)n3cc(C(N)[C@H](C)CC)nn3)CC2)n1 (stereo partly drawn)	0%	-9%	1%	nt	-12%[10 µM]	-2%	3%	-17%
26	Cc1cc(=O)[nH]c2c(N=Nc3ccc(O)cc3)c(N)nn12	-7%	8.9µM*	-26%	-16%	-10%[10 µM]	-4%	10%	1%
27	CC(C)(C)OC(=O)C1C(=O)CC(C)(O)C(C(=O)OC(C)(C)C)C1c1ccco1 (stereo not drawn)	7%	-4%	-6%	-2%	-10%[10 µM]	2%	2%	4%
28	CN(C)S(=O)(=O)c1ccc(Cl)c(NC(=O)COC(=O)/C=C/c2ccco2)c1	-4%	4%	-5%	3%	-11%	-10%	1%	9%
29	Cn1c(=O)c2c(nc(SCC(=O)Nc3ccc(OC(F)(F)F)cc3)n2Cc2cccc(C(F)(F)F)c2)n(C)c1=O	nt	-14%	-32%	nt	nt	nt	?	-12%[76.3 µM]
30	Cc1cc(NC(=O)CSCc2ccccc2C)no1	0%	1%	3%	2%	-9%	nt	4%	-3%
31	CC(C)(C)S(=O)(=O)c1cnc2c(S(=O)(=O)c3ccccc3)cnn2c1N	1%	-3%	-4%	-3%	?	nt	6%	3%
32	Cc1ccc(SCc2[nH]nc3c2C(c2ccco2)C(C#N)=C(N)O3)cc1 (stereo not drawn)	-4%	20µM*	?	-13%	-22%	-21%	?	-19%

The list continues.
item	smiles	aGal spleen mod	Tau ThT inhib	Tau fluor cs	GAA inh	HTT cytoprotect	aGlu spleen mod	Tau fibril FP	GAA glycogen mod
33	CCCNc1nc(C)cc(-c2cc(C(=O)NCc3ccccc3)on2)n1	-3%	0%	-10%	nt	5%[10 µM]	3%	3%	7%
34	CCOC(=O)C1CCN(C(c2cc3c(C)ccc(C)c3[nH]c2=O)c2nnnn2C2CCCCC2)CC1 (stereo not drawn)	13%	-18%	-9%	?	-12%[10 µM]	8%	9%	2%
35	Cc1nc(SCC(C)C)[nH]c(=O)c1Cc1ccccc1	6%	-10%	-6%	-9%	-12%	1%	-4%	1%
36	COc1ccc(Br)cc1/C=N/NC(=O)C(c1ccncc1)N1CCOCC1 (stereo not drawn)	2%	11%	18%	7%	23%[10 µM]	9%	6%	7%
37	O=c1[nH]c(CSc2nnnn2-c2ccc(Cl)cc2)nc2ccccc12	-25%	-7%	-7%	-9%	-5%	0%	4%	5%
38	COCCNc1nc(-n2nc(C)cc2C)nc2sc3c(c12)CCCC3	?	?	-2%	?	-27%[0.074 µM]	19%	0%	-1%
39	C/C(=N/NC(=O)c1ccc(Br)o1)c1ccc(C)o1	0%	-8%	-17%	5%	nt	0%	4%	-1%
40	CCC(C)[C@H](NC(=O)Nc1cccc(OC)c1)C(=O)OC (stereo partly drawn)	2%	2%	-2%	-6%	-29%[0.074 µM]	1%	-2%	-3%
41	Cn1c(=O)c([N+](=O)[O-])c(Cl)c2ccccc21	-5%	?	-12%	9%	-59%[inhibitor][10 µM]	9%	7%	-8%

Fetched one by one from above, 5 records:
item	smiles	aGal spleen mod	Tau ThT inhib	Tau fluor cs	GAA inh	HTT cytoprotect	aGlu spleen mod	Tau fibril FP	GAA glycogen mod
6	CCc1cccc(NS(=O)(=O)c2ccc3c(c2)NC(=O)CC(=O)N3)c1	0%	-5%	-2%	-6%	-8%	-14%	4%	-10%
3	Cc1ccc(S(=O)(=O)n2ccc(=O)[nH]2)cc1	4%	4%	1%	nt	-20%[10 µM]	6%	7%	-5%
25	C#CCOCCOCCOCCNc1nc(N2CCN(C(=O)[C@H](CCC(=O)O)n3cc(C(N)CC(C)C)nn3)CC2)nc(N2CCN(C(=O)[C@H](CCC(=O)O)n3cc(C(N)[C@H](C)CC)nn3)CC2)n1 (stereo partly drawn)	0%	-9%	1%	nt	-12%[10 µM]	-2%	3%	-17%
17	NS(=O)(=O)c1ccc(CCNC2CC(=O)N(Cc3ccccc3)C2=O)cc1 (stereo not drawn)	1%	0%	2%	-16%	4%	-2%	-2%	-8%
27	CC(C)(C)OC(=O)C1C(=O)CC(C)(O)C(C(=O)OC(C)(C)C)C1c1ccco1 (stereo not drawn)	7%	-4%	-6%	-2%	-10%[10 µM]	2%	2%	4%
